IDH1 R132H inh = blocks human IDH1 R132H reductase activity; O75874; diaphorase/resazurin fluorescence, 60 min; inhibition, % at 10 µM; actives 0.18% (n = 70,000); AID 624101; in the data active = inhibition above about 34%;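 note: 0% = DMSO and 100% = no enzyme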
EZH2 inh = EZH2 (human) methyltransferase inhibition; Q15910; actives 0.35% (n = 57,000); inhibition, % at 12.5 µM; AID 651548; PRC2 H3K27 methylation, DELFIA TRF, 1 h;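 active = mean inhibition of replicates at least 50% and every single replicate also reaching 50%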;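 note: dimethyl H3K27 on biotinylated H3 21-44 peptide detected by antibody; plate controls were median neutral control wells for no effect and median positive control wells for full effect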
Target sequence (Q15910 whole entry, looked up): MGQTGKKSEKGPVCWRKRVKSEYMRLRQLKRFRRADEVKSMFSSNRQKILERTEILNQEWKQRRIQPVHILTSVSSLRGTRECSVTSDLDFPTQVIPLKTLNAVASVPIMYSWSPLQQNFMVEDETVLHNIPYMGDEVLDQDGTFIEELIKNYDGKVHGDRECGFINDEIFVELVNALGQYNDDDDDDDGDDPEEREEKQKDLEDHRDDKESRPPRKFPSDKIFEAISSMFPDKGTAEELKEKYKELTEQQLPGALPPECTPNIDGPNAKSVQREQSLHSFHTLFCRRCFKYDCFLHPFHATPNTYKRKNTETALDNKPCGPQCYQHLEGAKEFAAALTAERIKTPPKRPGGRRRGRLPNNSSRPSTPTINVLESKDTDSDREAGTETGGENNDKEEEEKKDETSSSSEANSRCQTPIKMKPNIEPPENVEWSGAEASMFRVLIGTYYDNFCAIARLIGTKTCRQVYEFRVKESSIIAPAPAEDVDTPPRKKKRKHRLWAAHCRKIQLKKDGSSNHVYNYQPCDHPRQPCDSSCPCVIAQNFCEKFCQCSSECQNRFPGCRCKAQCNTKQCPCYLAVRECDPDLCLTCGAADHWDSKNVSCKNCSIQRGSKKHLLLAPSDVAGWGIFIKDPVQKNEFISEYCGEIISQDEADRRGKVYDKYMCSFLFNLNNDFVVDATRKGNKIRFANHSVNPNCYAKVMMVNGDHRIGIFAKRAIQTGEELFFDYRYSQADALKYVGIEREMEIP
The depositor's hits bear a star; nt = not tested or not shown.

SMILES | IDH1 R132H inh | EZH2 inh
C[C@H]1CN([C@@H](C)CO)C(=O)c2cc(C#CC3CCCCC3)cnc2O[C@H]1CN(C)C(=O)NC1CCCC1 | -3.0 | -24
C[C@@H]1CN([C@@H](C)CO)C(=O)CCCn2nncc2CO[C@@H]1CN(C)C(=O)Cc1ccccc1 | nt | -1
C[C@H](CO)N1C[C@H](C)[C@@H](CN(C)C(=O)Nc2ccc3c(c2)OCO3)Oc2ccc(NC(=O)CCC(F)(F)F)cc2C1=O | 2.8 | 7
COc1ccc(CN(C)C[C@@H]2OCCCC[C@@H](C)Oc3ccc(NC(=O)Nc4c(C)noc4C)cc3C(=O)N([C@H](C)CO)C[C@@H]2C)cc1 | -1.1 | nt
CN(C)CC(=O)Nc1ccc2c(c1)[C@H]1C[C@H](CC(=O)NCc3ccc(-c4ccccc4)cc3)O[C@H](CO)[C@H]1O2 | -0.2 | -20
CC(C)CC#Cc1ccc2c(c1)O[C@H](CN(C)Cc1cccc(F)c1)[C@H](C)CN([C@@H](C)CO)S2(=O)=O | 0.9 | 15
COCC#Cc1ccc2c(c1)O[C@H](CN(C)C(=O)Nc1ccc(OC)cc1)[C@H](C)CN([C@@H](C)CO)S2(=O)=O | -0.2 | nt
COc1cc2c(cc1O)C=[N+](Cc1cc3c(cc1Br)OCO3)CC2 | -0.2 | -2
CCC(=O)N[C@@H]1CC[C@H](CCNC(=O)Nc2ccc(F)cc2)O[C@H]1CO | -0.3 | 9
CCC(=O)Nc1ccc2c(c1)C(=O)N(C)C[C@@H](OC)[C@@H](C)CN(Cc1ccccc1F)[C@H](C)CO2 | 0.0 | 5
CO[C@H](CN(C)C(=O)c1cnccn1)[C@H](C)CN([C@@H](C)CO)S(=O)(=O)c1ccc(F)cc1 | -0.1 | -2
C[C@@H]1CN([C@@H](C)CO)C(=O)c2cc(C3=CCCC3)cnc2O[C@H]1CN(C)Cc1cccc(F)c1 | 0.2 | -13
COc1ccc(CN(C)C[C@H]2Oc3c(NC(=O)NC4CCCCC4)cccc3C(=O)N([C@@H](C)CO)C[C@@H]2C)cc1 | nt | -13
O=C(C[C@@H]1CC[C@H](NS(=O)(=O)c2ccccc2)[C@@H](CO)O1)NCc1ccccc1F | -0.1 | 9
C[C@@H]1CN([C@@H](C)CO)C(=O)c2cc(NC(=O)Cc3ccccc3)ccc2O[C@@H]1CN(C)Cc1ccc(Cl)c(Cl)c1 | -4.5 | nt
COCC(=O)N(C)C[C@@H]1Oc2cc(-c3cccnc3)ccc2S(=O)(=O)N([C@H](C)CO)C[C@@H]1C | 0.3 | 9
C[C@@H]1CN([C@@H](C)CO)C(=O)c2cccc(NS(C)(=O)=O)c2O[C@H]1CN(C)S(=O)(=O)c1ccc(F)cc1 | 0.9 | nt
O=C(C[C@H]1CC[C@H](NC(=O)C2CC2)[C@@H](CO)O1)NC1CCC1 | -0.8 | 8
CC(=O)c1ccc(NC(=O)CSc2nnc3n(-c4ccccc4)c(=O)c4c5c(sc4n23)COC(C)(C)C5)cc1 | -0.1 | 5
C[C@H]1CN([C@@H](C)CO)S(=O)(=O)c2ccc(-c3ccncc3)cc2O[C@@H]1CN(C)C(=O)C1CCCCC1 | nt | -7
C[C@@H]1CCCCO[C@@H](CN(C)S(C)(=O)=O)[C@@H](C)CN([C@@H](C)CO)C(=O)c2cc(NC(=O)CCC(F)(F)F)ccc2O1 | nt | -12
C[C@H](CO)N1C[C@H](C)[C@H](CN(C)CC2CCOCC2)Oc2cc(C#CC3CC3)ccc2S1(=O)=O | 0.0 | -10
CC(C)NC(=O)Nc1ccc2c(c1)C(=O)N([C@H](C)CO)C[C@H](C)[C@H](CN(C)S(C)(=O)=O)OCCCC[C@H](C)O2 | 0.1 | nt
COc1ccc(OC)c(C2C(C(=O)c3ccco3)C(=O)C(=O)N2Cc2cccnc2)c1 (centres undefined) | 1.4 | -11
C[C@H](CO)N1C[C@H](C)[C@H](CN(C)Cc2ccc(Cl)c(Cl)c2)Oc2ccc(NC(=O)NC3CCCCC3)cc2C1=O | 1.1 | nt
CCCC(=O)Nc1ccc2c(c1)C(=O)N(C)C[C@@H](OC)[C@H](C)CN(C(=O)c1ccncc1)[C@@H](C)CO2 | 0.2 | 2
C[C@H](CO)N1C[C@H](C)[C@H](CN(C)C(=O)Nc2ccc3c(c2)OCO3)Oc2ncc(C#CC3(O)CCCC3)cc2C1=O | 0.3 | -6
O=C(Nc1ccccc1F)N[C@H]1C=C[C@H](CC(=O)N2CCCCC2)O[C@H]1CO | 0.3 | 12
COc1ccc(CNC(=O)C[C@@H]2C=C[C@@H](NS(=O)(=O)c3cccc(OC)c3)[C@H](CO)O2)cc1 | -0.3 | -3
CCCC(O)C#Cc1cnc2c(c1)C(=O)N([C@H](C)CO)C[C@H](C)[C@H](CN(C)C(=O)Nc1c(C)noc1C)O2 (some centres undefined) | 0.6 | nt
CCC(=O)Nc1ccc2c(c1)C(=O)N(C)C[C@H](OC)[C@H](C)CN(Cc1ccccc1F)[C@@H](C)CO2 | 0.2 | 7
O=C(NCC[C@H]1CC[C@@H](NS(=O)(=O)c2ccc(F)cc2)[C@H](CO)O1)Nc1ccc(Cl)cc1 | -0.2 | -7
O=C(C[C@@H]1C=C[C@H](NS(=O)(=O)c2ccc(F)cc2)[C@@H](CO)O1)NCCc1ccncc1 | -0.1 | 3
CCC(=O)N(C)C[C@@H]1Oc2cc(/C=C/c3ccccc3)ccc2S(=O)(=O)N([C@@H](C)CO)C[C@H]1C | -1.6 | -17
Cc1ccc(S(=O)(=O)Nc2ccc3c(c2)C(=O)N([C@H](C)CO)C[C@H](C)[C@H](CN(C)Cc2ccc(Cl)c(Cl)c2)OCCCC[C@H](C)O3)cc1 | 1.0 | nt
COc1cccc(-c2ccc3c(c2)O[C@@H](CN(C)C)[C@H](C)CN([C@H](C)CO)S3(=O)=O)c1 | -5.3 | -6
COC(=O)COc1c(Br)cc(C2C3=C(CCCC3=O)NC3=C2C(=O)CCC3)cc1OC | 0.3 | 9
CCCNC(=O)N(C)C[C@@H]1Oc2ncc(-c3cccc(C#N)c3)cc2C(=O)N([C@@H](C)CO)C[C@@H]1C | -0.5 | 12
O=C(COc1ccccc1[N+](=O)[O-])Nc1cc(-c2nc3ccccc3o2)ccc1Cl | 0.2 | 9
C[C@@H]1CN([C@H](C)CO)S(=O)(=O)c2ccc(-c3ccncc3)cc2O[C@H]1CN(C)Cc1ccccc1 | 0.2 | 6
CO[C@H]1CN(C)C(=O)c2cc(NC(=O)C3CC3)ccc2OC[C@H](C)N(C(=O)c2cccnc2)C[C@H]1C | 0.1 | 7
CC(C)NC(=O)Nc1ccc2c(c1)C(=O)N([C@@H](C)CO)C[C@H](C)[C@@H](CN(C)S(=O)(=O)c1cccs1)O2 | -0.4 | nt
C[C@@H]1CN([C@H](C)CO)C(=O)c2cc(NS(=O)(=O)c3cn(C)cn3)ccc2O[C@H]1CN(C)C(=O)Nc1ccc(F)cc1 | 2.5 | nt
C[C@@H]1CCCCO[C@H](CN(C)C(=O)c2ccccc2)[C@@H](C)CN([C@@H](C)CO)C(=O)c2cc(NC(=O)Nc3ccccc3)ccc2O1 | 1.5 | nt
C[C@@H]1CN([C@@H](C)CO)C(=O)c2cccc(NS(=O)(=O)c3ccccc3)c2O[C@H]1CN(C)C(=O)Nc1ccc2c(c1)OCO2 | -1.8 | nt
C[C@@H]1CN([C@@H](C)CO)C(=O)c2ccccc2-c2ccccc2CO[C@@H]1CN(C)Cc1ccc(O)cc1 | -2.0 | -7
CCCN(C)C[C@@H]1Oc2cc(C#Cc3ccccn3)ccc2S(=O)(=O)N([C@@H](C)CO)C[C@@H]1C | -0.1 | -11
O=C(C[C@H]1C[C@H]2c3cc(NC(=O)c4cccnc4)ccc3O[C@H]2[C@H](CO)O1)NCc1ccncc1 | -0.4 | -4
O=C(CCCCC(=O)N/N=C/CCC1CCCCC1)NO | 2.9 | -4
COc1ccc(CN(C)C[C@H]2Oc3ccc(NC(=O)Nc4ccc(C(F)(F)F)cc4)cc3C(=O)N([C@H](C)CO)C[C@H]2C)cc1 | 1.6 | nt
O=C(CSc1nnc(-c2cccc3ccccc23)o1)Nc1cccc(F)c1 | 0.1 | 23
CC(C)NC(=O)Nc1ccc2c(c1)C(=O)N([C@H](C)CO)C[C@@H](C)[C@H](CN(C)C(=O)C1CCCCC1)OCCCC[C@H](C)O2 | nt | 2
COc1cc(/C=C/c2ccc(OC)c(OC)c2)c(CC=C(C)C)c(OC)c1 | -0.6 | nt
C[C@@H]1CN([C@H](C)CO)C(=O)Cc2cc(NC(=O)Nc3cccc4ccccc34)ccc2O[C@H]1CN(C)Cc1ccc2c(c1)OCO2 | 2.1 | -19
COCC#Cc1ccc2c(c1)O[C@@H](CN(C)C(=O)Nc1ccccc1F)[C@@H](C)CN([C@H](C)CO)S2(=O)=O | nt | -9
CCCc1cc(=O)[nH]c(SCC(=O)Nc2cccc(F)c2)n1 | -0.3 | -10
COc1ccccc1-c1cnc2c(c1)C(=O)N([C@H](C)CO)C[C@@H](C)[C@@H](CN(C)CC1CCCC1)O2 | -0.1 | nt
C[C@H](CO)N1C[C@H](C)[C@H](CN(C)C(=O)NC2CCCCC2)Oc2ccc(NS(=O)(=O)c3ccc(Cl)cc3)cc2C1=O | 2.1 | -2
CN(C)CC(=O)Nc1ccc2c(c1)[C@H]1C[C@@H](CC(=O)N3CCOCC3)O[C@H](CO)[C@H]1O2 | -1.0 | 6
C[C@H]1CN([C@@H](C)CO)C(=O)c2cc(/C=C/c3ccccc3)cnc2O[C@@H]1CN(C)C | -2.3 | -2

(more compounds)
SMILES | IDH1 R132H inh | EZH2 inh
CCCC#Cc1ccc2c(c1)O[C@H](CN(C)C(=O)c1ccccc1F)[C@H](C)CN([C@@H](C)CO)S2(=O)=O | -0.5 | -27
O=C(C[C@@H]1C[C@@H]2c3cc(NC(=O)C4CCC4)ccc3O[C@@H]2[C@@H](CO)O1)NCc1ccccc1 | 0.2 | -2
CC1=CCC(C(=O)O)C(C(=O)Nc2ccc(OC(F)(F)F)cc2)C1 (centres undefined) | 0.8 | 10
CC(=O)OCC(CCn1cnc2cnc(N)nc21)COC(C)=O | -1.1 | -18
Cc1ccc(S(=O)(=O)Nc2ccc3c(c2)C(=O)N([C@H](C)CO)C[C@H](C)[C@@H](CN(C)Cc2ccc(Oc4ccccc4)cc2)O3)cc1 | 0.0 | nt
Cc1ccc2[nH]c(C)c(CCC(=O)O)c(=O)c2c1 | -0.1 | -9
Cc1ccccc1N(CC(=O)Nc1cccc(Cl)c1Cl)S(C)(=O)=O | -0.5 | 18
COCC#Cc1ccc2c(c1)O[C@@H](CN(C)Cc1ccc3c(c1)OCO3)[C@H](C)CN([C@@H](C)CO)S2(=O)=O | -1.6 | 17
CCC(=O)Nc1ccc2c(c1)OC[C@@H](C)N(Cc1ccncc1)C[C@H](C)[C@H](OC)CN(C)C2=O | 0.2 | 11
C[C@@H](NC(=O)C[C@@H]1C[C@@H]2c3cc(NC(=O)c4cccnc4)ccc3O[C@@H]2[C@H](CO)O1)c1ccccc1 | -0.6 | 5
Cc1ccc(S(=O)(=O)N[C@H]2CC[C@@H](CC(=O)NCc3ccncn3)O[C@H]2CO)cc1 | -0.1 | -7
C[C@H](CO)N1C[C@H](C)[C@@H](CN(C)C)OCCCC[C@H](C)Oc2ccc(NC(=O)Nc3cccc4ccccc34)cc2C1=O | -7.5 | -31

Look-ups from the entries so far.
EZH2 inh, CC(=O)OCC(CCn1cnc2cnc(N)nc21)COC(C)=O is entered as -18
EZH2 inh, Cc1ccc2[nH]c(C)c(CCC(=O)O)c(=O)c2c1 is entered as -9
IDH1 R132H inh, C[C@H](CO)N1C[C@H](C)[C@@H](CN(C)C)OCCCC[C@H](C)Oc2ccc(NC(=O)Nc3cccc4ccccc34)cc2C1=O is entered as -7.5
EZH2 inh, Cc1ccccc1N(CC(=O)Nc1cccc(Cl)c1Cl)S(C)(=O)=O is entered as 18
IDH1 R132H inh, CCC(=O)Nc1ccc2c(c1)OC[C@@H](C)N(Cc1ccncc1)C[C@H](C)[C@H](OC)CN(C)C2=O is entered as 0.2
EZH2 inh, COCC#Cc1ccc2c(c1)O[C@@H](CN(C)Cc1ccc3c(c1)OCO3)[C@H](C)CN([C@@H](C)CO)S2(=O)=O is entered as 17

By substructure: those above with bromine.
SMILES | IDH1 R132H inh | EZH2 inh
COc1cc2c(cc1O)C=[N+](Cc1cc3c(cc1Br)OCO3)CC2 | -0.2 | -2
COC(=O)COc1c(Br)cc(C2C3=C(CCCC3=O)NC3=C2C(=O)CCC3)cc1OC | 0.3 | 9

Continued:
SMILES | IDH1 R132H inh | EZH2 inh
C[C@@H]1CN([C@@H](C)CO)S(=O)(=O)c2ccc(C3=CCCCC3)cc2O[C@@H]1CN(C)C(=O)C1CCC1 | nt | -5
COc1ccc(-c2ccc3c(c2)O[C@@H](CN(C)C(=O)c2ccccc2F)[C@@H](C)CN([C@H](C)CO)S3(=O)=O)cc1 | -2.2 | -1
CC(C)NC(=O)N(C)C[C@@H]1Oc2ncc(-c3cccc(F)c3)cc2C(=O)N([C@H](C)CO)C[C@@H]1C | 6.4 | nt
O=C(N[C@@H]1CC[C@@H](CCNS(=O)(=O)c2ccc(F)cc2)O[C@@H]1CO)C1CCC1 | 0.4 | 5
C[C@H]1CN([C@@H](C)CO)S(=O)(=O)c2ccc(-c3cncnc3)cc2O[C@@H]1CN(C)C | -0.2 | 11
COc1ccc(CN(C)C[C@H]2OCCCC[C@H](C)Oc3ccc(NC(=O)CCC(F)(F)F)cc3C(=O)N([C@H](C)CO)C[C@H]2C)cc1 | 2.7 | nt

3 entries out of the list, sorted by count of non-hydrogen atoms, ascending.
SMILES | IDH1 R132H inh | EZH2 inh
O=C(N[C@@H]1CC[C@@H](CCNS(=O)(=O)c2ccc(F)cc2)O[C@@H]1CO)C1CCC1 | 0.4 | 5
CC(C)NC(=O)N(C)C[C@@H]1Oc2ncc(-c3cccc(F)c3)cc2C(=O)N([C@H](C)CO)C[C@@H]1C | 6.4 | nt
COc1ccc(CN(C)C[C@H]2OCCCC[C@H](C)Oc3ccc(NC(=O)CCC(F)(F)F)cc3C(=O)N([C@H](C)CO)C[C@H]2C)cc1 | 2.7 | nt

An excerpt; count on the stated rates, not on these rows.
